Screens (PubChem BioAssay)
mcGAS RapidFire = inhibitors of mouse cGAS. Q8C6L5. recombinant mouse cGAS, cGAMP by RapidFire MS. inhibition, % at 12.5 µM. 130,000 compounds, 0.18% hits;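 active means inhibition of cGAS enzyme activity at or above 60%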;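 further: enzyme stimulated by 45 bp dsDNA with ATP and GTP substrates; cGAMP share of summed cGAMP plus half ATP and half GTP signals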
Target sequence (Q8C6L5 whole entry, looked up): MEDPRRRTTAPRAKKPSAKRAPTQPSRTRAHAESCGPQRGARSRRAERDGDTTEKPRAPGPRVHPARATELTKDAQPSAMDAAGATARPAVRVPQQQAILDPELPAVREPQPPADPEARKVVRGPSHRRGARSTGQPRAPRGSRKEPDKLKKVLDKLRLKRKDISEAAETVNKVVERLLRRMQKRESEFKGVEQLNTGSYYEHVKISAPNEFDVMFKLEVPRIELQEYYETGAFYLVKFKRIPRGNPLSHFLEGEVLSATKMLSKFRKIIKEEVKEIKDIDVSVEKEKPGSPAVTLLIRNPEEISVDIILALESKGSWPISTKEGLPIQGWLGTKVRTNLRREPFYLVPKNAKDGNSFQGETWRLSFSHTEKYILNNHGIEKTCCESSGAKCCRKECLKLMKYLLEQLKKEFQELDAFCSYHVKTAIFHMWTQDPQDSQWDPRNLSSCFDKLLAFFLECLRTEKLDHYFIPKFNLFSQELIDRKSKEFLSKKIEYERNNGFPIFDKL
Active calls of the source: *; & = joins results of further samples. An excerpt; count on the stated rates, not on these rows.

Preview, 5 compounds:
mcGAS RapidFire	SMILES
-15	CC(OC(=O)CCc1ccc2c(c1)OCCO2)C(=O)Nc1ccc(Cl)cn1 (configuration not stated)
7	CC(C)c1nc2scc(-c3ccccc3Cl)c2c(=O)[nH]1
-1	CCOC(=O)c1nn(CC)c(Oc2ccc(N)cc2S(=O)(=O)NC(C)(C)C)c1C
4	CC(=O)N1CCN(C[C@H]2CC[C@@H](Cc3ccc4occc4c3)O2)CC1
-9	COC(=O)C(O)(c1ccc(NC(=O)c2c(F)c(F)c(F)c(F)c2F)c(C)c1)C(F)(F)F (configuration not stated)

This part in full, repeating the preview:
mcGAS RapidFire	SMILES
-15	CC(OC(=O)CCc1ccc2c(c1)OCCO2)C(=O)Nc1ccc(Cl)cn1 (configuration not stated)
7	CC(C)c1nc2scc(-c3ccccc3Cl)c2c(=O)[nH]1
-1	CCOC(=O)c1nn(CC)c(Oc2ccc(N)cc2S(=O)(=O)NC(C)(C)C)c1C
4	CC(=O)N1CCN(C[C@H]2CC[C@@H](Cc3ccc4occc4c3)O2)CC1
-9	COC(=O)C(O)(c1ccc(NC(=O)c2c(F)c(F)c(F)c(F)c2F)c(C)c1)C(F)(F)F (configuration not stated)
1	O=C(Nc1cnc2n1CCCC2)c1ccccc1-c1ncc[nH]1
7	CC(O)(c1ccc(F)c(F)c1)c1nc(-c2cnc3ccccc3c2)cs1 (configuration not stated)
-44	Cc1cc2c(cc1C)[n+](C)cn2CC(O)COc1ccc(C(C)C)cc1 (configuration not stated)
-1	COc1ccc(-c2csc(NC(=O)C3COc4ccccc4C3)n2)cc1 (configuration not stated)
-2	Cc1ccc(F)c(CC(=O)N2CCOC(COCc3ccc(F)cc3Cl)C2)c1F (configuration not stated)
7	CC(C)CNc1ccc2c(n1)C(=O)N([C@H](C)C(=O)NCc1ccccc1)C2
3	CCOc1ccc(C(=O)Nc2c(C)nn(C)c2C)cc1OC
-5	COc1ccc(NC2CCCN(C(=O)CN3CCOC3=O)C2)cc1 (configuration not stated)
11	CSc1ncc(CNC2CC(=O)N(CC(C)(C)C)C2)cn1 (configuration not stated)
-10&-3	COc1cccc(-c2cccc(NC(=O)C3CCN(C4Cc5ccccc5C4)CC3)c2)c1
-31	NC1=NC2(CCCCC2)N(c2ccc(Cl)cc2)C(N)=N1
5	COc1ccc(C(N)P(=O)(O)O)cc1OC (configuration not stated)
-9	O=c1oc2c3c4c(cc2cc1-c1nnc(Nc2ccccc2)s1)CCCN4CCC3
3	Cc1ccc(-c2noc(CCC(=O)NCc3nnc4n3CCC4)n2)cc1
-2	O=C(OCCOCCO)c1ccc(O)c(Br)c1
-13	Cc1nn(-c2ccccc2)c(N)c1N=Nc1ccccc1OC(F)F
-1	O=C1Sc2ccc(S(=O)(=O)N3CCOCC3)c3cccc1c23
-28	S=c1n(CN2CCOCC2)nc(C2CC2)n1Cc1ccccc1
-6	Cc1ccc(C(N)=NOC(=O)CCc2ccccc2)cc1
-9	CCOCCn1c(N2CCN(Cc3cc(C)ccc3C)CC2)nc2c1c(=O)[nH]c(=O)n2C
-9	O=C(NC1CCCC1c1ccc(F)cc1)N1CCOCC1 (configuration not stated)
-7	CCc1sc2[nH]c(=S)n(-c3cccc(OC)c3)c(=O)c2c1C
-5	N#Cc1cc(S(N)(=O)=O)ccc1NC1CCN(CC(F)(F)F)C1 (configuration not stated)
-4	Cn1ccnc1CN1CCOC(Cc2cccc(C(F)(F)F)c2)C1 (configuration not stated)
-11	Cn1nnc2c(N3CCN(C(=O)COc4ccccc4)CC3)ncnc21
-11	O=S1(=O)CC2C(C1)N(c1cccc(C(F)(F)F)c1)C(=S)N2c1ccccc1 (configuration not stated)
2	NC(=O)c1cccc(CC2CCN(C(=O)CCn3ccccc3=O)C2)c1 (configuration not stated)
-5	COc1ccc(NS(=O)(=O)c2ccc(F)c(F)c2F)cc1S(N)(=O)=O
2	Cc1nn(S(=O)(=O)c2ccc(Cl)c(Cl)c2)c(C)c1S(=O)(=O)N1CCCCCC1
-20	Cc1[nH]nc2c1C1(CCCCC1)C(C#N)C(=N)O2 (configuration not stated)
-5	C/C=C/C(=O)Nc1ccccc1-c1c(Cl)cccc1OC
-11	c1csc(-c2noc(CSc3ccc4ccccc4n3)n2)c1
-2	Cc1cc(C#N)ccc1S(=O)(=O)Nc1ccc(-c2ncn[nH]2)cc1
-10	CC(C)CN1CC(C(=O)NCCc2n[nH]c3c2CCCC3)CC1=O (configuration not stated)
2	CCc1sc2[nH]c(=S)n(Cc3ccc(C)cc3)c(=O)c2c1C
-32	CNC(=O)C(C)N(C)Cc1cccc(C(=O)OC)c1 (configuration not stated)
3	CC1CCN(CCCNC(=O)C2CCCN2C(=O)Cc2cccs2)CC1 (configuration not stated)
1	O=C1CCc2cc(OCCCC(=O)N3CC(=O)Nc4cccnc43)ccc2N1
-5	CN1CC2(CCN(C(=O)c3ccc(-n4cccn4)cc3Cl)C2)OC1=O (configuration not stated)
-9	Cc1c(C)n2c3c(=O)n(CCC(C)C)c(=O)n(C)c3nc2n1Cc1ccco1
-27	O=C1NC(c2ccc(Br)cc2)=C(c2ccccc2)C1=O
-7	CCn1c(CCNC(=O)N2CCCCCCC2)nc2ccccc21
-10	CN1CCN(C(c2ccc(Cl)cc2)c2cc(Cl)c3cccnc3c2O)CC1 (configuration not stated)
-20	CCC(c1cccnc1)N(C)Cc1cc2cc(C)cc(C)c2[nH]c1=O (configuration not stated)
-3	CC(NC(C)C(C)n1cccn1)c1nc2ccccc2c(=O)[nH]1 (configuration not stated)
-3	O=C(C1CCC1)N1CCN(C(C(=O)N2CCOCC2)C2CCCC2)CC1 (configuration not stated)
-11	Nc1nccc(N2C[C@H]3CC=CC[C@H]3C2)n1
-3	O=C(N[C@H]1CCCC[C@H]1C(=O)NNc1nccc(C(F)(F)F)n1)c1ccccc1
-8	CCCc1cc(CNC(=O)CN(c2cccc(C)c2)S(C)(=O)=O)on1
-32	Cc1nc(NC(=O)Nc2sc(=S)n(C)c2C)sc1C(=O)Nc1ccccc1
0	COc1ccc(Nc2cc(C)nc(NCCNC(=O)c3c(F)cccc3F)n2)cc1
-6	CN(C)CCCn1ccc2c(cnc3nc(-c4cccnc4)nn32)c1=O
-4	CN(c1ccccc1)c1ccccc1NCC(=O)N1CCOCC1
-10	O=C(Nc1ccc(N2CCN(C(=O)Cc3cccs3)CC2)nn1)c1ccccc1
-2	Cc1cccn2c(CNCCCn3ccnc3)c(C(=O)N3CCOCC3)nc12

Further structures:
mcGAS RapidFire	SMILES
-2	Cn1cc(NC(=O)NC2(c3cccc(Br)c3)CC2)cn1
-7	CN(CC(=O)Nc1ccccc1)OCc1ccccc1
-11	COC(=O)c1cc(Br)ccc1OC(=O)c1ccco1
-9&-5	COc1c(Cl)c(C)c(Cl)c(C)c1Br
-9	Cc1c(C(=O)NCc2ccc(C#N)cc2)sc(=O)n1CCc1ccccc1
-33	Cc1ccc(N=Cc2cccc(C)c2O)c(O)c1
-5	CCCN(C)S(=O)(=O)NC(C)c1ccc(OC)c(F)c1 (configuration not stated)
-5	CC(NC(=O)C1CCC1)c1ccc(-n2ccnc2)cc1 (configuration not stated)
-20	COc1ccccc1-c1cccc(C(=O)N2[C@@H]3CC[C@H]2CC(O)C3)c1 (some centres not stated)
-4	Cc1cc2nc(CN(C)Cc3nc(-c4cccc(Cl)c4)no3)[nH]c2cc1C
2	Cn1c(C(=O)NCCn2ccnc2)cc(Cl)c1Cl
-5	COc1cccc2cc(C(=O)N3CCN(C)CC3)c(=O)oc12
-11	c1ccc(-c2ncc(CN3CCCn4cncc4C3)cn2)nc1
-4	O=S(=O)(c1cccc(Br)c1)N(Cc1ccccn1)C1CCSC1 (configuration not stated)
-3	CCCCC(CC)CNC(=O)C1CCC(Cn2c(=O)[nH]c3ccsc3c2=O)CC1 (configuration not stated)
-17	CCC1CCCCN1C(=O)Nc1nnc(C(F)(F)F)s1 (configuration not stated)
6	O=S(=O)(Nc1cc(F)ccc1F)c1ccc(Cl)s1
-2	O=C(Nc1ccc(N2CCCC2)c(F)c1)OCC(F)(F)F
-6	O=S1(=O)CCC(Cc2nc(CCc3ccccc3)n[nH]2)C1 (configuration not stated)
-6	O=C(NC[C@H]1C[C@H]2C=C[C@H]1C21CC1)C1CCN(Cc2ccco2)CC1
11	O=C(NCCCC(=O)N1CCCc2ccc(F)cc21)c1ccsc1
-7	CCc1noc(C(C)N2CC(C)C(N3CCCN(C(C)=O)CC3)C2)n1 (configuration not stated)
18	CC(=O)c1cc2cc(Br)ccc2o1
-7	Cc1nc2cc(C(=O)c3ccccc3)ccc2[nH]c1=O
-4	COc1ccc(-c2noc(CSc3nnnn3C3CCCC3)n2)cc1OC
-6	Clc1ccc(OCc2cn3ccccc3n2)cc1
-4	CN(Cc1ccccc1F)C(=O)CN1CCN(c2ccccn2)CC1
2	Cc1nc2ncc3c(=O)n(C(C)C)ccc3n2n1
-2	COc1ccc(C(CC(=O)Nc2ccc(F)c(F)c2F)NC(C)=O)cc1 (configuration not stated)
-3	C=CCNC(=S)NN=C1C=C(C)CC(C)(C)C1
-12	Cc1cc(C)c(C(N)=O)cn1
-10	CN(Cc1n[nH]c2c1CCCC2)C(=O)c1cn(CC2CCCCC2)nn1
-26	CC(C)SCC(=O)N1CCc2c(nc(-c3ccccc3)nc2N(C)C)C1
30	O=C(c1ccc(Cl)cc1)c1c(O)cc(-c2ccc(Cl)cc2)oc1=O
-15	C=Cc1cccc(CN(C)Cc2cnn(C)c2C)c1
-19	CCc1ccc(CN(C)C(=O)c2ccc(-c3ccn[nH]3)cc2)nc1
-4	CCn1cc(NC(=O)NCCc2c[nH]c3ccccc23)c2ccccc21
5	O=C(CCC(F)(F)F)NC1CCCN(C2CCCCCC2)C1 (configuration not stated)
-5	CC(C)n1c(=O)c(C(=O)N2CCC(n3c(=O)[nH]c4ccccc43)CC2)cc2cccnc21
-4	O=C(NCCN1CCCC1)C1(c2ccc(F)cc2)CCOCC1
-12	CCOC(=O)c1cnn(Cc2cc(C)no2)c1C(F)F
-5&-2	Cc1ccsc1C(=O)N1CCC(N2CCC(C(=O)NCc3ccccn3)CC2)CC1
2	CN(C)c1ccc(C2NCC(COc3ccccc3C#N)O2)cc1 (configuration not stated)
12	CS(=O)(=O)c1nc(-c2ccc(F)cc2)cc(C(F)(F)F)n1
-8	Cc1nc2sc(C)c(C)n2c(=O)c1NC(=O)COc1ccc(Cl)cc1
-9	CCN(CC(=O)NC(CC(C)C)C(=O)N(C)C)c1ccccc1 (configuration not stated)
-16	CC(C)(C)c1cnc(C(=O)NCC(O)CN2CCCC2)o1 (configuration not stated)
-9	Cc1n[nH]c(C)c1CN(C)C(=O)CC(c1cccc(O)c1)c1ccccc1Cl (configuration not stated)
-2	COc1ccc(C(=O)C2CCCN(Cc3nc(-c4ccc(F)cc4)cs3)C2)c(OC)c1 (configuration not stated)
-19	Cc1cccc(C2CC(=O)CC(=O)C2)c1
-9	NC(=O)c1ccsc1NC(=O)CSc1nnc(Cc2cccs2)n1C1CC1
-15	CC1Oc2ccccc2OC1C(=O)Nc1ccc(N(C)C)nc1 (configuration not stated)
-3	COc1ccc(C(=O)Nn2cnc3c(cnn3-c3ccccc3)c2=O)cc1OC
-4	COc1ccc(CCc2nnc(CCC(=O)NC(C)c3ccc(Cl)cc3)o2)cc1 (configuration not stated)
-12	O=C(CCC1CCN(C(=O)C2CC=CCC2)CC1)N1CCN(c2ccccc2)CC1 (configuration not stated)
-12	CC1CCCCC1N=C1NC(C)(C)CS1 (configuration not stated)
-8	CC(O)c1ccccc1NC(=O)C(C)N1CCN(c2ccccn2)CC1 (configuration not stated)
-8	C#CCN1CCC(C(=O)NCC(C)(C)NC(C)c2ccccc2)CC1 (configuration not stated)
-10	Cc1ccc(NC(=O)C2(C)CCN2Cc2ccccc2OC(F)F)cc1 (configuration not stated)
-13	CCCOc1ccc(-c2c(=O)n(OCc3ccccc3Br)c3ccccc3[n+]2[O-])cc1

Compounds above containing a CF3 group (9):
mcGAS RapidFire	SMILES
-9	COC(=O)C(O)(c1ccc(NC(=O)c2c(F)c(F)c(F)c(F)c2F)c(C)c1)C(F)(F)F (configuration not stated)
-5	N#Cc1cc(S(N)(=O)=O)ccc1NC1CCN(CC(F)(F)F)C1 (configuration not stated)
-4	Cn1ccnc1CN1CCOC(Cc2cccc(C(F)(F)F)c2)C1 (configuration not stated)
-11	O=S1(=O)CC2C(C1)N(c1cccc(C(F)(F)F)c1)C(=S)N2c1ccccc1 (configuration not stated)
-3	O=C(N[C@H]1CCCC[C@H]1C(=O)NNc1nccc(C(F)(F)F)n1)c1ccccc1
-17	CCC1CCCCN1C(=O)Nc1nnc(C(F)(F)F)s1 (configuration not stated)
-2	O=C(Nc1ccc(N2CCCC2)c(F)c1)OCC(F)(F)F
5	O=C(CCC(F)(F)F)NC1CCCN(C2CCCCCC2)C1 (configuration not stated)
12	CS(=O)(=O)c1nc(-c2ccc(F)cc2)cc(C(F)(F)F)n1

(listing goes on)
mcGAS RapidFire	SMILES
-43	CNc1cnn(C2CCCCC2)c(=O)c1Cl
-1	CN(C)c1nc2c(c(NCC3(COc4ccccc4)CC3)n1)CCNC2
-12	CCN(CC)C(=O)c1ccc(Cl)c(NC(=O)c2ccc(C)[nH]c2=O)c1
-2	OCCC1CN(Cc2cccnc2)CCN1CC1CCCCC1 (configuration not stated)
2	CC(=O)NCCCCCC(=O)Nc1cccc(Cl)c1F
-6	O=c1c2cnc3nc(-c4ccncc4)nn3c2ccn1C1CCCCC1
4	Cc1nonc1CC(=O)N1CCCC(CCC(=O)N2CCN(c3ccccn3)CC2)C1 (configuration not stated)
-5	COc1cccc2c1CCN(Cc1cccc(C)c1)C2=O
-16	CCCC(=O)N1CC2(CCC)CN(C(=O)CCC)CC(CCC)(C1)C2=O
-2	CC(C)C(=O)Nn1cnc2c(cnn2C(C)(C)C)c1=O
-6	COc1ccc(NC(=O)c2cncc(C)c2)c(NC(=O)C(C)C)c1
-8	CC(C)(C)c1ccc2[nH]c3c(c2c1)CCC/C3=N/N
-5	CN1CN=C(SCc2cccc(Br)c2)NC1
-4	CCc1ccc(C(=O)N2CCC(CC(=O)NC)CC2)cc1
-10	Cc1ccc(C)c(NC(=O)CSc2nc3[nH]ncc3c(=O)[nH]2)c1
4	C/C(=C\C(=O)ONC(=O)c1ccccc1)NCc1ccccc1
-7	COC(=O)c1sc(N)c(C(=O)OC)c1CSc1nnc(Cc2csc(C)n2)o1
